Compound activity: PubChem BioAssay, National Center for Advancing Translational Sciences (NCATS)
RXFP1 agonist: qHTS Assay for Agonists of the Relaxin Receptor RXFP1 | Relaxin receptor 1 (Homo sapiens), Q9HBX9 | HEK293T-RXFP1 cAMP TR-FRET, 30 min; response scale: percent of porcine relaxin response, buffer zero | Potency, µM (series often up to 57.5 µM), inactives show at the highest dose activation, hits mostly activators | 0.3% of 370,000 active | AID 2676, 2010; note: potency is the fitted concentration of half-maximal effect; % is set by controls: 0 for no effect and ±100 for the full control effect; nearly all actives have a fitted effect of over 60% in size; many of its hits are not listed in these tables
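HEK293 cells stably expressing RXFP1, treated 30 min at 37C with compounds plus PDE4 inhibitor Ro 20174; cAMP measured by HTRF TR-FRET. Normalized to buffer and 29 nM porcine relaxin; EC50 by Hill fit.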
USP1-UAF1 inh: Inhibitors of USP1/UAF1: Primary Screen; Ubiquitin carboxyl-terminal hydrolase 1 (Homo sapiens), O94782; recombinant USP1/UAF1, Ub-Rhodamine cleavage fluorescence; Potency, µM (highest dose often 57.1 µM), without a hit: at the top dose activity change, negative = inhibition, hits mostly inhibitors; 0.23% of 390,000 active; note: potency is the fitted concentration of half-maximal effect; % is set by controls: 0 for no effect and ±100 for the full control effect; nearly all actives have a fitted effect of over 60% in size; inactives centre near -12
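Step one: compound is pinned into 1nM USP1/UAF1 in HEPES pH 7.8 buffer with TCEP. Step two: 15 min room-temperature incubation. Step three: Ub-Rho (150nM final) starts cleavage, tracked by fluorescence over six one-minute reads.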
Vif-APOBEC3G blk: qHTS for Inhibitors of Vif-A3G Interactions: qHTS; DNA dC->dU-editing enzyme APOBEC-3G (Homo sapiens), Q9HC16; HeLa A3G-eYFP + Vif (tagged APOBEC3G with the HIV-1 protein that degrades it), YFP fluorescence, overnight; Potency, µM (doses to about 46.1 µM), inactives show at the top dose activity, negative = active, actives largely listed as inhibitors; 0.076% of 410,000 active; AID 602310, 2012;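 note: potency is the fitted concentration of half-maximal effect; % is set by controls: 0 for no effect and ±100 for the full control effect; nearly all actives have a fitted effect of over 60% in size; hits raise eYFP signal because A3G escapes Vif-driven loss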
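HeLa cells stably expressing Vif and C-terminally eYFP-tagged A3G, seeded overnight at 37 deg C, then exposed to compound by pintool overnight at 37 deg C. Rise in yellow fluorescence (Ex 488/Em 500-530, Acumen) marks blocked Vif-driven A3G degradation.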
TrxR1 substrate: qHTS Assay for Substrates of Mammalian Selenoprotein Thioredoxin Reductase 1 (TrxR1): qHTS; 0.01% of 390,000 active; purified TrxR1 substrate turnover, NADPH consumption readout; Potency, µM (titrated, usually from 114 µM), for inactives: at the top dose activity change, negative = substrate turnover; AID 588456, 2011; Thioredoxin reductase 1, cytoplasmic (Rattus norvegicus), O89049; note: potency is the fitted concentration of half-maximal effect; % is set by controls: 0 for no effect and ±100 for the full control effect; nearly all actives have a fitted effect of over 50% in size
Target sequence (O89049 whole entry, looked up): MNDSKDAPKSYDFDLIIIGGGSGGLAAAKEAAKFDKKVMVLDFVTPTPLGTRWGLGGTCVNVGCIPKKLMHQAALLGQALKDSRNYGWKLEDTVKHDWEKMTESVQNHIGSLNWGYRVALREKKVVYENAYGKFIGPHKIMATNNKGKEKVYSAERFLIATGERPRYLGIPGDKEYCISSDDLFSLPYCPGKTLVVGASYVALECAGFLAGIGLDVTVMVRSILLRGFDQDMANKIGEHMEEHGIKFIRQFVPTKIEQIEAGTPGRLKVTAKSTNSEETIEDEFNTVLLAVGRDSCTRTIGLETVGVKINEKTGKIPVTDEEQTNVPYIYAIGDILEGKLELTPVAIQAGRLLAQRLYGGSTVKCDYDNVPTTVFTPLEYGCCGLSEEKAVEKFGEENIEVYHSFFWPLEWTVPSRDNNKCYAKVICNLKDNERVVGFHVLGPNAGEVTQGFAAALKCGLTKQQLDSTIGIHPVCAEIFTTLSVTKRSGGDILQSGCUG
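Rat TrxR1, dispensed at 90 nM, was prereduced with 400 uM NADPH (final) for 5 min at ~22 deg C, then incubated with compound 15 min before 400 uM selenite. A first-read NADPH fluorescence drop versus no-compound background flagged substrates.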
Vif-A3F inh: qHTS for Inhibitors of Vif-A3F Interactions: qHTS; HeLa A3F-eYFP + Vif (tagged APOBEC3F with the HIV-1 protein that degrades it), YFP fluorescence increase; Potency, µM (series often up to 46.1 µM), without a hit: top-dose activity, negative = active; 0.2% of 390,000 active; note: potency is the fitted concentration of half-maximal effect; % of control where 0% means no effect; nearly all actives have a fitted effect of over 65% in size
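HeLa cells stably expressing Vif plus C-terminally eYFP-tagged A3F were seeded, incubated overnight at 37 deg C, dosed with compound, incubated overnight again at 37 deg C. Yellow fluorescence (Ex 488/Em 500-530) reported blocked Vif-mediated A3F-eYFP degradation.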
PI4K2A block: qHTS for small molecular inhibitors of PI4K2A. activity change, negative = inhibition, % at 76.9 µM. 0.13% of 420,000 active. Phosphatidylinositol 4-kinase type 2-alpha (Homo sapiens), Q9BTU6. purified PI4K2A, ADP-Glo luminescence, 1 h; active compounds read low; in the data active = activity change below about -50%; inconclusive = mostly about -30% to -49%;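 note: -100% = wells without enzyme as full effect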
Target sequence (Q9BTU6 whole entry, looked up): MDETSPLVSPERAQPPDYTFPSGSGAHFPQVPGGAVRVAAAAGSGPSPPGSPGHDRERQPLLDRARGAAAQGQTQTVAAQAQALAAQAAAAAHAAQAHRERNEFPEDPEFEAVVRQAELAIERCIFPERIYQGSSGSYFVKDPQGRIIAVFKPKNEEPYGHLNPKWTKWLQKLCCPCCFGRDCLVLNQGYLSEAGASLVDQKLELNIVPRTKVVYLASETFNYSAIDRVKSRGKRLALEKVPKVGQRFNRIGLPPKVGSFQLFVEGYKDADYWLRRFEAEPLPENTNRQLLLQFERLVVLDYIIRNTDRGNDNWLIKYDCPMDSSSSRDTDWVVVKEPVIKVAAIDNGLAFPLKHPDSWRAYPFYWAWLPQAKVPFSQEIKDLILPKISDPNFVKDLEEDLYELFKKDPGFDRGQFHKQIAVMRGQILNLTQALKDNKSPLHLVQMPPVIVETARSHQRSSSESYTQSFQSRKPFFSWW
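Compounds are screened against recombinant PI4K2A using PI as substrate and ATP, the latter dispensed at 300 microM. Reactions run one hour at ambient temperature before ADP-Glo detection; full inhibition defined by wells lacking enzyme.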
GRP78 ERSR act: qHTS for Inducers of the Endoplasmic Reticulum Stress Response (ERSR) in Human Glioma: qHTS. U87-MG GRP78 promoter luciferase reporter, 16 h. Potency, µM, for inactives: at the top dose activation, usual class: activators. 0.02% of 420,000 active. AID 602332, 2012; note: potency is the fitted concentration of half-maximal effect; series mostly up to about 76 µM; % of control where 0% means no effect; nearly all actives have a fitted effect of over 35% in size
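Stably transfected U87-MG human glioma cells carrying a GRP78-based luminescent sensor were seeded at 1000 cells/well, pin-dosed with compounds and incubated 16 h. Luciferase reagent was then added, and end-point luminescence was read after 10 min at room temperature.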
LDHA inh: qHTS assay for inhibitors of human lactate dehydrogenase. AID 1347041, 2019. L-lactate dehydrogenase A chain (Homo sapiens), P00338. activity change, % (values are at about 110 or 230 µM). 0.15% of 480,000 active. purified LDHA, NADH/diaphorase-resazurin fluorescence; active compounds read low; in the data active = activity change below about -30%; inconclusive = mostly about -25% to -30%;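 note: plate controls were DMSO wells for no effect and wells without enzyme for full effect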
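Human LDH5 (2 nM) was incubated with 0.06 mM NADH and 0.2 mM pyruvate for 5 min at room temperature in Tris pH 7.4. Remaining NADH was coupled through diaphorase/resazurin, and resorufin fluorescence was read at 0 and 20 min.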
mIDH1 inhibitor: qHTS for Inhibitors of mutant isocitrate dehydrogenase 1 (IDH1): qHTS; Isocitrate dehydrogenase [NADP] cytoplasmic (Homo sapiens), O75874; IDH1-R132H enzyme, NADPH consumption, diaphorase/resazurin fluorescence; Potency, µM (titrated, usually from 76.6 µM), for the others: top-dose activity change, negative = inhibition, most hits filed as inhibitors; 0.093% of 390,000 active; note: potency is the fitted concentration of half-maximal effect; % is set by controls: 0 for no effect and ±100 for the full control effect; nearly all actives have a fitted effect of over 65% in size
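IDH1-R132H (0.5 ug/mL) preincubated 30 min with compound, then NADPH (0.016 mM) and alpha-KG (2 mM) added; 80 min at RT, pH 7.5. Remaining NADPH coupled via diaphorase/resazurin to fluorescence (540/590 nm); concentration-response curves normalized to no-enzyme control.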
The depositor's hits bear a star; ? = inconclusive; / = not tested or not shown; & = joins results of further samples; [ ] = remark or other dose. Unless noted, calls come from the whole dose curve; as a rule, active = well fitted curve in the direction sought with a large enough effect; inconclusive = small, poorly fitted or top-dose-only effect, or another doubt; inactive = no such curve, though single readings can be large; an effect the other way counts as inactive or inconclusive.

SMILES | RXFP1 agonist | USP1-UAF1 inh | Vif-APOBEC3G blk | TrxR1 substrate | Vif-A3F inh | PI4K2A block | GRP78 ERSR act | LDHA inh | mIDH1 inhibitor
COc1ccc(CCNC(=O)CCc2c(C)nc3c(c(C)nn3-c3ccc(C)cc3)c2C)c(OC)c1 | 3.4% | -9% | 1% | 27% | -5% | 2 | -3% | 2 | -7%
CCc1ccc(NC(=O)Cn2c(=O)n(CCC(=O)NCCc3ccc(OC)c(OC)c3)c(=O)c3ccccc32)cc1 | 4.3% | -5% | 0% | -4% | -1% | -2 | 1% | -12 | -21%
COc1ccc(Nc2ccc3cc(S(=O)(=O)N4CCCC4)ccc3n2)cc1Cl | 5.8% | -22% | -2% | -14%[57.1 µM] | -3% | 5 | -3% | -3 | -4%
C/C(=N\NC(=O)c1cc(-c2cccc([N+](=O)[O-])c2)n[nH]1)c1ccc(F)cc1 | 1.4% | -16% | -7% | -2%[57.1 µM] | 5% | 0 | -8% | -1 | 1%
Cc1ccc(Cl)cc1Nc1nc2ccccc2c2nncn12 | 4.7% | ? | -6% | 5% | -1% | 2 | -3% | 0 | -7%
CC(=O)Nc1ccc(S(=O)(=O)NCC2CCC(C(=O)NCCC3=CCCCC3)CC2)cc1 (stereo not drawn) | 0.1% | -15% | 1% | 10%[57.1 µM] | 0% | 1 | -2% | 1 | 1%
Cc1cc(C)cc(C(=O)N2CCN(Cc3ccc4c(c3)OCO4)CC2)c1 | 2.1% | -16% | -5% | 4%[57.1 µM] | -3% | -2 | -3% | -8 | 4%
COc1ccc(N(CC(=O)N2c3ccccc3CC2C)S(=O)(=O)c2c(C)noc2C)cc1 (stereo not drawn) | 0.4% | -18% | 1% | 4% | -5% | -1 | 4% | 0 | 1%
CC(=O)NC(=S)Nc1ccccc1C(=O)Nc1ccccc1 | -1.1% | -4% | 2% | -14% | -7% | 4 | -3% | -9 | -4%
CCOC(=O)CSc1nnc(CCCCCN2C(=O)c3cccc4cccc(c34)C2=O)o1 | 4.9% | -24% | 2% | 28% | 2% | -1 | 2% | -6 | 5%
O=C(CNC(=S)N(Cc1ccccc1)Cc1cccnc1)NCCc1ccccc1 | 4.0% | -7% | 0% | 8%[57.1 µM] | 20% | 7 | -5% | -2 | 2%
Cc1ccc(S(=O)(=O)N2CCOCC2)cc1NC(=O)COC(=O)c1ccco1 | / | -1% | -73% | / | -4% | 1 | -3% | -10 | -1%
O=C(O)CCC(=O)N1CCc2cc(S(=O)(=O)N(CCc3ccccc3)Cc3ccccc3)ccc21 | 1.8% | -7% | 1% | 8% | 0% | -2 | -2% | -10 | -3%
CC1=C(C(=O)Nc2ccccc2)C(c2ccncc2)n2nc(SCc3ccccc3)nc2N1 (stereo not drawn) | 5.0% | -24% | -2% | -6% | 0% | 1 | -3% | -2 | -3%
CSCCC(NC(=O)c1ccccc1Cl)C(=O)OCC(=O)N1CCCC1=O (stereo not drawn) | 2.9% | -5% | 0% | 1% | 7% | 4 | -1% | -3 | 5%
CCCOc1ccc(C2C(=O)N(C3CCCCC3)CC(=O)N2CCCOCC)cc1OC (stereo not drawn) | 1.9% | -14% | 1% | 8% | -1% | 4 | -3% | -4 | 2%
COCCCN(C(=O)Cc1coc2cc(C)c(C)cc12)c1c(N)n(Cc2ccccc2)c(=O)[nH]c1=O | -0.8% | -13% | -6% | 5% | 2% | 0 | -1% | -3 | -3%
COC(=O)Cn1c(SCCOc2ccccc2OC)nc2ccccc21 | 18% | -16% | 1% | 13% | -14% | -9 | 1% | 3 | 12%
Cn1c(N)c(S(=O)(=O)N2CCN(C(=O)c3ccco3)CC2)c(=O)n(C)c1=O | 0.4% | -13% | -5% | 2% | -14% | 2 | -3% | -10 | -1%
COc1cc(C(C)=O)ccc1Oc1ncnc2c1cnn2-c1ccc(C)c(C)c1 | 0.2% | -16% | -3% | 15% | 6% | 3 | -4% | -8 | 4%
Cc1ccc(-c2cc(C(=O)Nc3cc(C)ccc3C)[nH]n2)c(O)c1 | -0.1% | -19% | 0% | 7%[57.1 µM] | -4% | 2 | 2% | -7 | 4%
CC(C)(C)NC(=O)NC(=O)CN1CCN(S(=O)(=O)/C=C/c2ccccc2)CC1 | -3.1% | -2% | 2% | 6%[57.1 µM] | -6% | 4 | -5% | -8 | 3%
COc1ccc(OCC(=O)Nc2cc(-c3nn(C)c(=O)c4ccccc34)ccc2N2CCOCC2)cc1 | 0.6% | 4% | -5% | 5%[57.1 µM] | -2% | -3 | -3% | -8 | 7%
CCc1ccc2ncc3c(-c4ccc(F)cc4)nn(CC(=O)NC4CCCCC4)c3c2c1 | 0.6% | -10% | 6% | 0%[57.1 µM] | 2% | -4 | -1% | -8 | -14%
CCOC(=O)N1CCN(C(=O)COc2cccc3c2CCN(Cc2ccccc2C)C3=O)CC1 | 4.3% | -25% | -2% | -10% | -7% | -1 | -2% | -2 | 7%
CCCOC1CCCN(C(=O)CCc2nnc(CCCCc3ccccc3)o2)C1 (stereo not drawn) | 0.2% | -12% | 4% | 8% | 0% | 9 | 9% | -2 | 1%
O=C1CCC[C@@H]2CC(N3CCCCC3)C[C@@H]3CCN1[C@H]23 (stereo partly drawn) | / | -27% | -2% | 4% | -10% | -1 | -1%&-3% | -6 | -6%
Cc1cc(=O)n2c3ccccc3n(C)c2n1 | 13% | -11% | -1% | 15%[57.1 µM] | 9% | -3 | -2% | -10 | 24%
Cc1ccc(C(=O)N2[C@@H]3CN(C)C(=O)[C@@]2(Cc2ccccc2)[C@H]2C(=O)N(Cc4ccccc4)C(=O)[C@@H]32)cc1 | / | -2% | -4% | -1%[57.1 µM] | 6% | 0 | -4% | -9 | 1%
COc1cc(OC)cc(-c2noc(-c3csc([C@@H]4C[C@H](O)[C@@H](CO)O4)n3)n2)c1 | / | / | -5% | / | / | -9 | 7% | -6 | /
CCOC(=O)C1=C(O)C(=O)N(c2ccc(S(N)(=O)=O)cc2)C1c1ccccc1 (stereo not drawn) | 10% | -7% | 0% | 10%[57.1 µM] | 2% | 2 | -1% | -6 | 4%
CC(C)CNC(=O)c1cccc2c(-c3cccnc3)coc12 | / | / | -11% | / | / | -1 | 4% | -6 | /
CC(=O)N1CCc2cc(Br)cc(S(=O)(=O)CCC(=O)Nc3c(C)n(C)n(-c4ccccc4)c3=O)c21 | 5.4% | -14% | 0% | 10%[57.1 µM] | -6% | 1 | 1% | 0 | 2%
COC(=O)c1cc2n3ccccc3c(C)c(-c3ccccc3)c-2c1C(=O)OC | 15% | -12% | 0% | -5% | -27% | -8 | 1% | 14 | -5%
COC(=O)[C@H](Cc1ccccc1)NC(=O)N1CCN(Cc2ccccc2)CC1 | -1.2% | -11% | 0% | 9% | 7% | 5 | -3% | -6 | -5%
COc1ccc(C2C(C(=O)c3ccc(C)o3)=C(O)C(=O)N2Cc2cccnc2)cc1OC (stereo not drawn) | 26% | -16% | 6% | -10% | 17% | -4 | -6% | 6 | 2%
CN1CCN(C(=O)C2CC(c3c(F)cccc3Cl)=NO2)CC1 (stereo not drawn) | 0.9% | 5% | -2% | 2% | 2% | 2 | -2% | -2 | -2%
Cc1cccc(NC(=O)C[n+]2cccc(C)c2)c1 | 1.3% | -19% | 1% | 9%[57.1 µM] | -4% | 0 | -2% | -7 | -5%
CC1CCc2c(nc3sc4c(c3c2N)CCCC4)C1 (stereo not drawn) | 2.4% | -21% | 2% | -2% | -17% | 0 | -1% | -5 | 37%[activator]
Cc1ccc(F)cc1NC(=O)N1CCNC(=O)C1CC(=O)Nc1cc(Cl)ccc1Cl (stereo not drawn) | 1.5% | -18% | 1% | -7% | 3% | 0 | -3% | -3 | -1%
CCN(C(=O)CSc1cc(C)c2cccc(C)c2n1)C1CCS(=O)(=O)C1 (stereo not drawn) | -0.2% | -9% | -2% | 3% | -10% | -1 | -2% | -1&-7 | 0%
CC(=O)c1ccc(Oc2cc(-c3ccccc3)nc(-c3ccccc3)n2)cc1 | 0.0% | -4% | 0% | -6% | 2% | 6 | -2% | -1 | -3%

The list is partial (hit frequency here may not be typical).
